S-ASM inh: blocks human secretory acid sphingomyelinase. P17405. placental ASM, HMU-PC fluorogenic substrate, 60 min. Potency, µM (titrated, usually from 57.5 µM), for the others: top-dose activity change, negative = inhibition, most hits filed as inhibitors. hit rate 0.006% among 340,000; also: potency is read from the fitted curve at half-maximal effect
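Fluorescence read-out (Ex 386 nm, Em 447 nm) after stopping the reaction at pH 10. Enzyme: ASM from human placenta; substrate HMU-PC0, 9 uM final; 60 min, 37 °C. Compound preincubation 10 min, ambient temperature.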
TRPV1 ag: activates the human vanilloid receptor TRPV1. Q8NER1. AID 540275. hit rate 0.19% among 320,000. TRPV1-expressing cells, Fluo-8 calcium influx, agonist mode. activation, % at 8.33 µM; in the data active = activation above about 80%; inconclusive = between about 30% and that limit; also: 0% is about no effect
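Fluo-8 calcium influx in TRPV1-expressing cells, kinetic read (ex 480/em 520 nm). Compound added and read 3 min for agonist activity, followed by capsaicin at EC20 final and 2 min further read for enhancement.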
KCNH2 3.1 inh: blocks the human KCNH2 3.1 channel isoform; hit rate 0.95% among 340,000; U2OS KCNH2 3.1, thallium flux FluxOr; stronger effect = lower value; AID 720553; activity change, % (tested at about 1.8 µM);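 active = maximum activity change below -70%; inconclusive = maximum activity change from -70% to -50%; inactive = maximum activity change above -50%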;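 also: thallium influx rate constant from kinetic fluorescence after stimulation buffer; % is scaled to controls: 0 for no effect and ±100 for the full control effect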
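Steps: virus added to U2OS suspension (4 h, RT, dark); medium with 10% FBS added, cells plated, 37 C overnight; FluxOr/Red40 loading buffer 45 min RT; stimulation buffer, 2 min kinetic read; rate constant normalized.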
hERG WT inh: KCNH2 (human, wildtype) channel inhibition | Q12809 | U2OS, BacMam KCNH2, thallium flux FluxOr; stronger effect = lower value | activity change, % at 1.84 µM | hit rate 0.37% among 340,000;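 active = maximum activity change below -70%; inconclusive = maximum activity change between -70% and -50%; inactive = maximum activity change above -50%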; also: % is scaled to controls: 0 for no effect and ±100 for the full control effect
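U2OS cells were transduced with wild-type KCNH2 virus (2.03 x 10^8 / mL) for 4 h at room temperature, then cultured overnight at 37 C. Thallium flux was read with FluxOr dye. Rate constants were normalized to DMSO controls.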
FBPA coupling cs: inhibits coupling enzyme system, counter-screen for aldolase hits; coupling enzyme system counterscreen, AmpLite Red fluorescence; activity change, negative = inhibition, % at 58.2 µM, hits read low; hit rate 0.67% among 290,000; AID 2472; in the data active = activity change below about -30%; also: % is scaled to controls: 0 for no effect and ±100 for the full control effect
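Counterscreen lacking aldolase: glyceraldehyde-3-phosphate coupling-enzyme reagent preincubated 10 min at RT with compound (at 57.5 uM final), then substrate/coupling system with AmpLite Red added; fluorescence read at 525/598 nm after 20 min RT.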
Integrin act MD: activators of alpha7 integrin expression for muscular dystrophy | Potency, µM (top dose mostly 38.3 µM), for the others: top-dose activation, usual class: activators | hit rate 0.064% among 350,000 | AID 624291 | alpha7betagal myoblasts, beta-gal FDG fluorescence, 48 h;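 also: potency is read from the fitted curve at half-maximal effect; 100% = response of the positive control SU9516; nearly all actives have a fitted effect of over 60% in size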
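Alpha7betagal+/- myoblasts (passage 13) were plated 16-24 hr, then exposed to compounds (1:260 dilution of DMSO stock) for 48 hours at 37C. After MPER lysis, β-galactosidase reporter activity was read as FDG fluorescence (ex 480/em 540) after 30 minutes.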
CXXC DNA block: inhibitors of human MLL CXXC domain-DNA interaction. Q03164. MLL-CXXC / FITC-HOXA9 DNA fluorescence polarization. Potency, µM (top dose mostly 115 µM), for inactives: top-dose activity change, negative = inhibition, most hits filed as inhibitors. hit rate 0.037% among 290,000; active = well fitted inhibition curve with a large enough effect in the polarisation, with a control signal flat, not every such curve was filed as active; inconclusive = small, poorly fitted or top-dose-only effect, or effect the other way, or a change in a side signal; inactive = no such curve, though single readings can be large or run the other way; the % refers to the polarisation; also: potency is read from the fitted curve at half-maximal effect
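Fluorescence polarization: 7 uM MLL-CXXC (stock) preincubated 5 min with compounds, then 50 nM fluorescein-HOX-A9 DNA (stock) added; 30 min ambient. Buffer 50 mM Tris-HCl pH 7.5, 50 mM NaCl, 1 mM DTT, 0.05% BSA.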
AT treatment: candidate therapy for ataxia-telangiectasia; […] A-T fibroblasts, KAP-1 phosphorylation AlphaLISA; neocarzinostatin DNA damage 30 min before lysis; Potency, µM (series often up to 57.5 µM), without a hit: at the top dose activation, hits mostly activators; hit rate 0.19% among 320,000; AID 485349; also: potency is read from the fitted curve at half-maximal effect; % of control where 0% means no effect; nearly all actives have a fitted effect of over 45% in size
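ATM-like activity read as KAP-1 phosphorylation via AlphaLISA donor/acceptor antibody pairs after lysis and 6 hr at 25C. Cells were ATM-null patient fibroblasts ([…], hTERT), dosed 60 min, then exposed to the DSB inducer NCS for 30 min.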
MBNL1 CUG block: inhibitors of human MBNL1 binding to CUG repeat RNA | Potency, µM (doses to about 57.5 µM), for the others: at the highest dose activity change, negative = inhibition, most hits filed as inhibitors | TR-FRET MBNL1-His/biotin-(CUG)12 binding, 665/545 ratio | hit rate 0.036% among 280,000 | Q9NR56; active = well fitted inhibition curve with a large enough effect in the signal ratio, with a control signal flat, not every such curve was filed as active; inconclusive = small, poorly fitted or top-dose-only effect, or effect the other way, or a change in a side signal; inactive = no such curve, though single readings can be large or run the other way; the % refers to the signal ratio; also: potency is read from the fitted curve at half-maximal effect; % is scaled to controls: 0 for no effect and ±100 for the full control effect
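MBNL1-His + Biotin-(CUG)12, cpd titration 92 nM–58 uM; Tb anti-His Ab 0.055 ng/ul, SA-XL665 5 nM (final); 60 min RT; ratiometric 665/545 nm, Ex 340 nm; normalized to buffer and full-complex controls.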
GALK inh: blocks human galactokinase activity; AID 1868; Purified GALK, Kinase-Glo residual ATP luminescence; hit rate 0.007% among 270,000; P51570; Potency, µM (titrated, usually from 57.5 µM), for inactives: at the highest dose activity change, negative = inhibition, hits mostly inhibitors; also: potency is read from the fitted curve at half-maximal effect; % is scaled to controls: 0 for no effect and ±100 for the full control effect
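Human GALK (5 nM) with 35 uM ATP and 100 uM galactose in 20 mM HEPES pH 8.0, 5 mM MgCl2, 60 mM NaCl, 1 mM DTT, 0.01% BSA. After 1 h at room temperature, leftover ATP was read by Kinase-Glo Plus luminescence.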
Active calls of the source: *; ? = inconclusive; · = no result given; & = joins results of further samples; [ ] = another dose, or the depositor's remark. Unless noted, calls follow the shape of the dose curve; as a rule, active = well fitted curve in the direction sought with a large enough effect; inconclusive = small, poorly fitted or top-dose-only effect, or another doubt; inactive = no such curve, though single readings can be large; an effect the other way counts as inactive or inconclusive.

SMILES	S-ASM inh	TRPV1 ag	KCNH2 3.1 inh	hERG WT inh	FBPA coupling cs	Integrin act MD	CXXC DNA block	AT treatment	MBNL1 CUG block	GALK inh
C#CC(C)OC(=O)C(C)NC(=O)c1ccccc1 (stereo not drawn)	3%	-2	1	-7	-1&2	-25%	-2%	3%	-8%	-1%
O=C(Cn1cnc2ccccc2c1=O)NCCC(=O)N1CCN(Cc2ccccc2)CC1	2%	1	31	-11	0	7%	10%	1%	2%	0%
CCOc1ccc(NC(=O)CN2C(=O)NC(C)(c3ccc4c(c3)OCCCO4)C2=O)cc1OCC (stereo not drawn)	-3%	·	8	6	·	10%	·	·	·	·
O=C(Cn1cc2c(n1)CCCC2)N1CCCC1	4%	1	0	6	2	4%	0%	8%	-8%	-1%
O=C(O)C1CCCCN1C(=O)c1ccc(S(=O)(=O)N2CCCC2)cc1 (stereo not drawn)	-1%	1	-14	-1	·	-8%	·	6%	·	·
CCn1ccnc1CN1CCc2c([nH]c3ccccc23)C1C1CCCCC1 (stereo not drawn)	3%	?	-6	5	-2	13%	3%	4%	-2%	0%
CSc1nsc(SCc2cnc(C)nc2N)n1	2%	-4	31	1	5	19%	7%	-9%	-1%	3%
O=C(COc1ccccc1Cl)NNC(=O)c1cc(S(=O)(=O)N2CCOCC2)ccc1N1CCCC1	-1%	0	6	-8	·	-5%	-7%	3%	-2%	2%
COC(=O)c1ccc(NC(=O)C[n+]2ccccc2)cc1	1%	0	-17	0	1	3%	4%	0%	-6%	0%
O=C(Nc1nc(-c2ccccc2)cs1)c1ccccc1F	-2%	29	-9	-14	-1	10%	20%	6%	1%	-2%
CSCCC(=O)N1CCCC(CO)(CCCc2ccccc2)C1 (stereo not drawn)	0%	9	8	9	3	30%	3%	-1%	4%	-5%
CC(=O)Nc1ccccc1OC(C)C(=O)N1CC(C)CC(C)C1 (stereo not drawn)	6%	-1	-6	-2	1	0%	-3%	-2%	·	1%
Nc1c(N(CCC2=CCCCC2)C(=O)COc2ccc(F)cc2Cl)c(=O)[nH]c(=O)n1Cc1ccccc1	0%	·	-38	32	·	-57%[inhibitor]	·	·	·	·
COCCNC(=O)NC(=O)CN1C(=O)NC(Cc2c[nH]c3ccccc23)C1=O (stereo not drawn)	0%	-1	-1	-6	0	-46%[inhibitor]	-4%	6%	0%	-1%
CCn1nnc(NC(=O)Cc2ccc(Cl)cc2)n1	2%	4	11	22	3	0%	2%	4%	10%	1%
C/C(=N/NC(=O)c1ccc2nc[nH]c2c1)c1cccs1	4%	1	-7	1	-2	26%	-6%	-1%	19%	1%
CCOC(=O)c1ccccc1NC(=O)COC(=O)CC1CCCCC1	-8%	22	0	-2	0	-4%	-3%	21%	-4%	-1%
O=C(C1CCN(S(=O)(=O)c2ccccc2)CC1)N(CCc1ccccc1)Cc1ccco1	-1%	1	3	2	1	-9%	-2%	4%	5%	5%
CC(C)CCN1C(=O)c2ccc(C(=O)NCC3CCCO3)cc2C1=O (stereo not drawn)	2%	?	-23	-1	4	8%	-4%	-4%	?	-1%
CCOC(=O)CNC(=O)CSc1nc(Cc2cccs2)nc2ccccc12	-23%	·	6	-22	1	11%	0%	-1%	17%	-2%
Cc1cccc(C)c1NC(=O)c1c(C)nn(-c2ccccc2)c1Cl	4%	21	17	-3	-1	19%	2%	-1%	6%	-2%
CCOc1cccc(C(=O)Nc2ccccc2OC(F)F)c1	-3%	9	-27	0	0	13%	-3%	2%	-1%	0%
O=[N+]([O-])CC(=Nc1ccc(F)cc1)N/N=C\c1oc(O)c2ccccc12	·	0	·	·	-7	·	-10%	-11%	10%	4%
CC(C)(C)c1cc(N2CCOCC2)n2ncc(-c3ccccc3)c2n1	16%	-7	-4	-10	-2	-2%	1%	2%	-3%	3%
CCn1c(/C=C/c2ccccc2C)nc2ccccc2c1=O	-7%	18	5	-1	2	-68%[inhibitor]	9%	15%	-4%	4%

3 compounds already listed, arranged by number of heavy atoms, lowest first:
SMILES	S-ASM inh	TRPV1 ag	KCNH2 3.1 inh	hERG WT inh	FBPA coupling cs	Integrin act MD	CXXC DNA block	AT treatment	MBNL1 CUG block	GALK inh
CCOc1cccc(C(=O)Nc2ccccc2OC(F)F)c1	-3%	9	-27	0	0	13%	-3%	2%	-1%	0%
Cc1cccc(C)c1NC(=O)c1c(C)nn(-c2ccccc2)c1Cl	4%	21	17	-3	-1	19%	2%	-1%	6%	-2%
O=C(O)C1CCCCN1C(=O)c1ccc(S(=O)(=O)N2CCCC2)cc1 (stereo not drawn)	-1%	1	-14	-1	·	-8%	·	6%	·	·

The listing continues:
SMILES	S-ASM inh	TRPV1 ag	KCNH2 3.1 inh	hERG WT inh	FBPA coupling cs	Integrin act MD	CXXC DNA block	AT treatment	MBNL1 CUG block	GALK inh
CC(C)CCNC(=O)CCc1nnc(COc2ccccc2)o1	5%	7	?	-7	2	10%	-8%	3%	7%	7%
CCCc1cc(=O)[nH]c(Nc2ccc3c(c2)OCCO3)n1	-1%	0	9	22	4	-31%	36%[activator]	-2%	-4%	2%
CC(NC(=O)COc1ccccc1)C(c1ccccc1)N1CCN(C)CC1 (stereo not drawn)	3%	19	-14	0	2	-16%	13%	-1%	-10%	2%
CC(C)c1cccc(C(C)C)c1NC(=O)CN1CCCC1	2%	1	8	-5	0	-11%	9%	-7%	-3%	5%
CCOC(=O)c1c(CCl)nc2ccccc2c1C	-3%	-2	11	-3	-1	0%	23%	-7%	·	10%
CCOC(=O)c1cnc2c(c(C)nn2CC)c1Cl	1%	-2	2	-6	5	-32%	-13%	-10%	16%	-2%
CCNc1nc(NC(C)(C)C)nc(N2CCCCC2)n1	0%	12	12	1	1	-51%[inhibitor]	2%	8%	-2%	-2%
CC(=O)Oc1ccccc1C(=O)OCCN=C1NS(=O)(=O)c2ccccc21	3%	1	10	-5	3	1%	25%	-4%	1%	-3%
COc1ccccc1NC(=O)NC1(C(=O)N2CCC(O)CC2)CCCCC1	0%	2	8	-5	1	-12%	-6%	-7%	-3%	-4%
CC(C)n1c(O)c(N=NC(=O)c2ccccc2NS(=O)(=O)c2cccs2)c2ccccc21	-5%	2	6	·	3	0%	15%	-1%	0%	0%
COc1ccc(/C=C(/NC(=O)c2ccccc2)C(=O)N2CCOCC2)cc1OC	1%	-5	15	19	5	30%	-7%	14%	9%	-2%
COC(C[C@@H](O)[C@H](C)[C@@H](O)COCc1ccccc1)OC	7%	7	·	·	10	-5%	-2%	39%	-15%	0%
COc1cc(/C=C2\CCC(C3CCCC3)C2=O)cc(OC)c1OC (stereo not drawn)	-9%	8	6	6	2	-10%	15%	9%	6%	·
O=C(Nc1ccccc1Cl)c1cccc(COc2cc(Cl)ccc2Cl)c1	-2%	3	-2	7	-1	1%	21%	-3%	0%	-3%
COc1ccc(C(=O)CCC(=O)N2CCN(c3ccc(C)cc3)C(C)C2)cc1 (stereo not drawn)	-3%	13	3	-1	-1	10%	6%	9%	0%	-3%
COc1cc(C(=O)Nn2c(C)nc3ccccc3c2=O)cc(OC)c1OC	3%	2	-2	-7	0	16%	-6%	-3%	-8%	1%
CCOc1ccc(N2CCCn3c2nc2c3c(=O)n(CCc3ccccc3)c(=O)n2C)cc1	·	-2	·	·	0	·	?	9%	-3%	8%
CCCCC(C(=O)OCC(=O)c1ccc(OC)cc1)N1C(=O)c2ccccc2C1=O (stereo not drawn)	-5%	1	-6	-9	-4	-13%	5%	4%	-2%	-2%
Cc1ccc(S(=O)(=O)NN2C(=O)c3ccccc3NC2c2ccccn2)cc1 (stereo not drawn)	13%	0	5	-1	0	16%	0%	8%	-8%	-1%
C/C(CC(=O)Nc1ccc(Cl)cc1Cl)=N\NC(=O)c1ccco1	-1%	0	-4	1	1	25%	3%	-2%	7%	3%
S=C(NC1CCCCC1)N1CCN(C2CCCCC2)CC1	8%	2	-3	2	0	-34%	?	2%	-1%	3%
O=C(O)c1cc(NC(=O)c2cccc(N3C(=O)c4ccccc4C3=O)c2)cc(C(=O)O)c1	13%	1	1	1	3	15%	4%	-7%	?	5%
Cc1c(Cl)cnc(NC(=O)COC(=O)C(NC(=O)c2ccco2)C(C)C)c1Cl (stereo not drawn)	2%	-10	8	3	0	-12%	-16%	-6%	-13%	-1%
CCOC(=O)c1nn(-c2ccccc2C)c(=O)c2c(N)scc12	-3%	-2	0	-8	-55*	13%	2%	3%	?	1%
O=C(CC1(C(=O)O)CCCC1)N1CCOCC1	1%	-1	-9	2	1	19%	17%	-2%	1%	-3%
FC(F)Oc1ccc(-n2cc(-c3ccccc3)[n+]3c2CCCCC3)cc1	3%	0	-22	-13	3	-24%	-2%	14µM*	-9%	1%
Cc1cc(NC(=O)COC(=O)C2CCC2)no1	-4%	2	2	3	3	3%	7%	7%	-5%	1%

Screening results as filed in PubChem BioAssay.
